# High-throughput results as filed in PubChem BioAssay.
# T cell modulator = T cell immune modulators affecting CD8 T cell-vesicle binding. 2C CD8+ T cell-vesicle binding, flow cytometry; active compounds read low. 0.068% of 330,000 active. calls only at 7 µM. AID 2052;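 active = response, share of CD8 T cells binding vesicles, and their 90th percentile fluorescence all below set limits, cut at about 80% in these data, passing the limit was not always enough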
#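 Benchmarks: naked versus QL9-loaded vesicles / Assay system: purified 2C TCR transgenic mouse naive CD8+ T cells / Technique: high-throughput flow cytometry with anti-B7-1 and anti-CD8 staining / Timing: Cell–vesicle co-incubation 1.5 h at 37 °C, staining 20 min on ice / Read-out: percent CD8+ FL2 mean versus row control / Probe or stimulus: QL9-loaded Drosophila micro-vesicles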
# NTR1 ag = agonists of NTR1, primary screen, imaging, U2OS cells, beta-arrestin-GFP, high content (AID 493036). P30989. NTR1-U2OS beta-arrestin-GFP spot imaging, agonist mode. 0.17% of 330,000 active. activation, % at 20 µM;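 active = activation at or above 40% of the spot to cytoplasm intensity ratio, with at least 20 cells analyzed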;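 note: 0% = DMSO without peptide and 100% = 100 nM NTR1 peptide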
# Target sequence (P30989 whole entry, looked up): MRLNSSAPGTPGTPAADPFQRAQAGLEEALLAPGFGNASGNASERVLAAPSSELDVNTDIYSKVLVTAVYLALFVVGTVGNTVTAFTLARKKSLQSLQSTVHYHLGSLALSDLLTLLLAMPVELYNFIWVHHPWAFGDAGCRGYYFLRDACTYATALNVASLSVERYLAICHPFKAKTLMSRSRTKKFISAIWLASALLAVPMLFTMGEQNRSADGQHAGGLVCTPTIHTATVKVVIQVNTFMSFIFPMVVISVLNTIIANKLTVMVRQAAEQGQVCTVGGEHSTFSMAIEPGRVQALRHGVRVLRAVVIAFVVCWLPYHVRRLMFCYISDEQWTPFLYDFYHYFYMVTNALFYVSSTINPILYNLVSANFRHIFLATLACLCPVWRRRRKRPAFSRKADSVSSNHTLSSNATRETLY
# Myeloid diff 2 = promotes myeloid progenitor differentiation; ER-HoxA9 myeloid progenitors, lysozyme-GFP differentiation, flow cytometry; 1% of 360,000 active; AID 624256; calls only at 10 µM;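 active = normalized GFP-positive differentiation at or above the plate's own cutoff, the solvent-only control mean plus 3 SD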;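 note: cells exposed to compound for four days before flow analysis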
# T cell modulator vesicle-bound % = also measured in T cell modulator; calls as there; double positive events, %; measured here: CD8+ vesicle-bound cell fraction;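 binding gate set so that unloaded-vesicle control wells show 10% double positive cells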
# NTR1 ag cell count 20 µM = recorded beside NTR1 ag, whose call it bears; cell count; measured here: cell count, cytotoxicity flag
# Myeloid diff 2 GFP+ MAC1+ % = second read-out of Myeloid diff 2, no call of its own (marks repeat the call); GFP+ MAC1+ double positive, %; measured here: differentiation confirmed by MAC1 staining
# * marks the source's active call; other numbers are inactive results; i = inactive; + = active, no number. Some of the compounds tested; count on the stated rates, not on these rows.
SMILES,T cell modulator,T cell modulator vesicle-bound %,NTR1 ag,NTR1 ag cell count 20 µM,Myeloid diff 2,Myeloid diff 2 GFP+ MAC1+ %
Nn1c(COc2cccc(Br)c2)nnc1SCC(=O)NCC1CCCO1 (stereo not drawn),i,23.4,-2.3,59,i,0.8
O=C(Nc1ccc(N2CCCCCC2)cc1)c1cccc(S(=O)(=O)N2CCOCC2)c1,i,29.6,3.2,68,i,0.2
Cc1ccc(NC(=O)C(=O)NCCCN2CCCC2=O)c(C)c1,i,40.5,0.6,41,i,0.7
CCOC(=O)c1ccc(S(=O)(=O)Nc2cc(S(=O)(=O)Nc3ccc(OC)cc3)ccc2O)cc1,i,44.4,5.4,40,i,1.0
CSc1nc2ccc(NC(=O)c3cccs3)cc2s1,i,27.1,1.5,50,i,0.6
CCOC(=O)c1c(NC(=O)COC(=O)c2ccc(C)s2)sc2c1CC(C)(C)NC2(C)C,i,45.2,27.9,70,i,1.1
O=C(NCCC1CCCCN1S(=O)(=O)c1ccc(F)cc1)C(=O)NC1CC1 (stereo not drawn),i,51.5,4.1,47,i,1.0
CC(C)(C)NC(=O)Nc1nnc(SCC(=O)NC2CCCCC2)s1,i,15.4,1.8,74,i,1.5
C=CC[C@@H](CC(=O)NCCO)C(=O)N[C@@H](COC(=O)[C@@H](CC=C)Cc1ccc(F)cc1)Cc1c[nH]c2ccccc12,i,8.0,0.8,58,i,1.3
CCOc1ccc2nc(NC(=O)C3(C)CC3(Br)Br)sc2c1 (stereo not drawn),i,35.3,12.4,55,i,0.4
COc1ccc(CCN(C)C(=O)c2c(C)noc2C)cc1OC,i,46.0,-0.5,70,i,0.6
O=C(COC(=O)Cc1ccc(S(=O)(=O)N2CCOCC2)s1)Nc1ccccc1,i,37.2,-1.5,65,i,1.2
COc1cccc(N2CCN(C(=O)c3ccccc3SCC(=O)NCc3ccco3)CC2)c1,i,80.0,-0.6,57,i,0.1
COc1ccc(/C=C/C(=O)NCCCNC(=O)/C=C/c2ccc(OC)c(OC)c2)cc1OC,i,41.9,0.8,45,i,0.8
NS(=O)(=O)c1ccc(CNC(=O)Cc2ccc(S(=O)(=O)N3CCOCC3)s2)cc1,i,7.0,1.5,41,i,0.4
Cc1cc(C(=O)OCC(=O)N2CC(C)OC(C)C2)c2ccccc2n1 (stereo not drawn),i,24.9,-0.2,67,i,0.3
COc1ccc2nc(SCC(=O)N(C)C3CCCCC3)[nH]c2c1,i,39.2,1.4,49,i,1.1
CCC(C)N1CCC2(CC1)N=c1c(c3c4c5c(C)c(O)c3c(O)c1=NC(=O)C(C)=CC=C[C@H](C)[C@H](O)[C@@H](C)[C@@H](O)[C@@H](C)[C@H](OC(C)=O)[C@H](C)[C@@H](OC)C=CO[C@@](C)(O5)C4=O)N2 (stereo partly drawn),i,25.4,1.4,75,i,6.3
CC(NS(=O)(=O)c1ccc(Cl)cc1)C(=O)OCC(=O)c1ccc[nH]1 (stereo not drawn),i,43.3,-1.9,97,i,0.4
O=c1[nH]snc1-c1c(Cl)cccc1Cl,i,43.7,-1.2,103,i,3.0
O=C(Nc1ccccc1)[C@@H]1CC=C[C@@H]2CCN(C3CCCCC3)C(=O)[C@@H]21,i,28.4,-4.1,93,i,0.8
Cc1nc(SCC(=O)Nc2ccccc2C(F)(F)F)c2c(=O)n(C)c(=O)n(C)c2n1,i,31.1,-0.7,63,+,17.1*
Cc1ccc(OCC(=O)N2C(C)CCCC2C)c([N+](=O)[O-])n1 (stereo not drawn),i,19.3,-0.4,59,i,0.3
CC(C)(CNCc1ccccc1)NS(=O)(=O)c1ccccc1,i,50.3,-0.1,58,i,0.6
COc1ccc(OC)c(NC(=O)c2ccc(OCC(=O)N3CCOCC3)c(OC)c2)c1,i,46.0,-0.1,64,i,0.8
CC(C)[C@H](NS(=O)(=O)c1cccc(C(F)(F)F)c1)C(=O)OCC(=O)NC(=O)NCc1ccco1,i,46.9,0.9,64,i,0.0
CC(=O)Nc1ccc2c(COC(=O)[C@@H](NS(=O)(=O)c3ccc(C)cc3)C(C)C)cc(=O)oc2c1,i,42.6,1.5,57,i,1.2
Cc1cccc(CNc2ncnc3ccc(-c4ccc5c(c4)OCCO5)cc23)c1,i,29.8,0.5,50,i,2.4
c1nc(N2CCOCC2)c2[nH]cnc2n1,i,48.4,1.2,46,i,0.4
CCN(c1ccccc1)S(=O)(=O)c1cc(NC(=O)CN2CCN(C)CC2)ccc1Cl,i,30.8,0.4,62,i,0.9
CC(=O)N1CCc2c(sc(NC(=O)C3CCCN3S(=O)(=O)c3cccs3)c2C#N)C1 (stereo not drawn),i,54.9,0.0,49,i,0.8
Cc1ccc(S(=O)(=O)N2CCOC23CCN(C(=O)C(=O)NCc2ccccc2)CC3)cc1,i,45.4,-0.3,50,i,0.3
COc1ccc(CCNC(=O)c2ccc(NC(=O)CC3SC(N4CCCC4)=NC3=O)cc2)cc1 (stereo not drawn),i,21.3,0.4,66,i,0.4
COc1ccccc1NS(=O)(=O)c1cccc(C(=O)NCC2(N(C)C)CCCCC2)c1,i,42.6,0.0,55,i,0.3
CCOc1ccc(N2CC(C(=O)Nc3cc(Cl)ccc3-n3cncn3)CC2=O)cc1 (stereo not drawn),i,27.7,2.9,51,i,0.7
COc1ccccc1C(=O)COC(=O)c1ccc(-n2cnnn2)cc1,i,19.6,0.2,63,i,0.7
CN(C)CCCNC(=O)CC1C[C@H](C(=O)N2CCCCC2)[C@@]2(CCc3ccccc3)c3[nH]c4ccccc4c3CCN2C1=O (stereo partly drawn),i,13.9,0.0,52,i,0.6
Cc1ccccc1CN1C(=O)[C@H]2Cc3c([nH]c4ccccc34)C(C)(C)N2C1=O,i,48.9,7.5,80,i,1.5
O=C(COC(=O)CCSc1ccccc1)Nc1ccccc1Br,i,28.5,-0.6,67,i,0.7
CCN(C(=O)COC(=O)C1CC1)c1c(N)n(Cc2ccccc2)c(=O)[nH]c1=O,i,36.0,-1.0,98,i,0.7

# In the list so far, 2 have a furan ring, fused or not:
SMILES,T cell modulator,T cell modulator vesicle-bound %,NTR1 ag,NTR1 ag cell count 20 µM,Myeloid diff 2,Myeloid diff 2 GFP+ MAC1+ %
COc1cccc(N2CCN(C(=O)c3ccccc3SCC(=O)NCc3ccco3)CC2)c1,i,80.0,-0.6,57,i,0.1
CC(C)[C@H](NS(=O)(=O)c1cccc(C(F)(F)F)c1)C(=O)OCC(=O)NC(=O)NCc1ccco1,i,46.9,0.9,64,i,0.0

# (continued)
SMILES,T cell modulator,T cell modulator vesicle-bound %,NTR1 ag,NTR1 ag cell count 20 µM,Myeloid diff 2,Myeloid diff 2 GFP+ MAC1+ %
COCCN(CC(=O)Nc1cccc(C)c1C)C(=O)c1oc2ccccc2c1C,i,29.1,2.6,46,i,0.3
CC(=O)NC(c1ccco1)c1cc(Cl)c2ccc(Cl)nc2c1O (stereo not drawn),i,23.9,-1.1,51,i,0.5
CC(=O)c1ccc(NC(=O)CN2c3cccc4cccc(c34)S2(=O)=O)cc1,i,45.6,0.5,66,i,0.9
COc1ccccc1CNCc1ccc(OC)c2ccccc12,i,32.2,0.8,49,i,0.5
OC(COc1ccc(Cl)cc1)CN1CCN(c2ccccn2)CC1 (stereo not drawn),i,54.4,1.3,63,i,0.3
COc1ccc(S(=O)(=O)N(C)C[C@H]2Oc3ccc(NC(=O)c4ccncc4)cc3C(=O)N([C@H](C)CO)C[C@@H]2C)cc1,i,10.7,2.8,54,i,0.8
COc1ccc2oc(C(=O)OCC(=O)N(C)CC(=O)Nc3ccc(F)cc3)c(C)c2c1,i,48.0,-0.1,58,i,1.8
COc1ccccc1-c1sc2cc3c(cc2c1C#Cc1ccccn1)OCO3,i,44.5,3.6,55,i,0.5
OCC[C@@H]1C[C@@H](O)[C@H](O)[C@@]2(CCCCO2)O1,i,55.3,4.2,86,i,1.7
Cc1ccc(C2CN(CCC(N)=O)C(=O)CO2)cc1 (stereo not drawn),i,26.4,0.0,83,i,1.7
CCC1(c2ccc(F)cc2)NC(=O)N(CC(=O)N2c3ccccc3CC2C)C1=O (stereo not drawn),i,10.0,1.6,78,i,0.3
O=C(COC(=O)C1CCN(S(=O)(=O)c2cccs2)CC1)Nc1ccc(F)cc1Cl,i,47.9,1.8,44,i,1.1
CC1(C)C(=O)Nc2ccccc2N1C(=O)COC(=O)Cc1ccc(Cl)c(Cl)c1,i,24.5,3.0,50,i,0.3
COC(=O)c1ccccc1NC(=O)CNc1ccc(F)c(S(=O)(=O)N2CCOCC2)c1,i,31.2,4.1,47,i,0.5
CCCCn1c(N)c(N(CCOC)C(=O)c2nn(CC)c(=O)c3ccccc23)c(=O)[nH]c1=O,i,53.2,0.8,47,i,2.1
CCCCn1nc(C(=O)N(C)CC(=O)Nc2ccc(F)c(F)c2F)ccc1=O,i,14.8,-2.2,32,i,0.8
CC(NC(=O)c1ccco1)C(=O)N1CCN(S(=O)(=O)c2ccccc2C#N)CC1 (stereo not drawn),i,38.5,-1.1,60,i,0.8
CN(C(=O)COC(=O)c1cc2ccccc2cc1O)c1c(N)n(Cc2ccccc2)c(=O)[nH]c1=O,i,40.0,1.7,55,i,1.2
Cc1ccc(NS(=O)(=O)c2cccc(C(=O)NCCCN3CCCC3=O)c2)cc1,i,19.9,-1.3,68,i,0.7
CC1CCC(NC(=O)C2CC(O)CN2S(=O)(=O)c2ccc([N+](=O)[O-])cc2)CC1 (stereo not drawn),i,35.0,1.8,37,i,0.3

# Among those listed so far, these have a cyano group.
SMILES,T cell modulator,T cell modulator vesicle-bound %,NTR1 ag,NTR1 ag cell count 20 µM,Myeloid diff 2,Myeloid diff 2 GFP+ MAC1+ %
CC(=O)N1CCc2c(sc(NC(=O)C3CCCN3S(=O)(=O)c3cccs3)c2C#N)C1 (stereo not drawn),i,54.9,0.0,49,i,0.8
CC(NC(=O)c1ccco1)C(=O)N1CCN(S(=O)(=O)c2ccccc2C#N)CC1 (stereo not drawn),i,38.5,-1.1,60,i,0.8

# The results go on:
SMILES,T cell modulator,T cell modulator vesicle-bound %,NTR1 ag,NTR1 ag cell count 20 µM,Myeloid diff 2,Myeloid diff 2 GFP+ MAC1+ %
N#Cc1ccccc1OCC(=O)OCC(=O)Nc1ccc2c(c1)OCO2,i,18.3,0.4,101,i,1.1
COc1cc(OC)cc(-c2c(-c3cccs3)c3cc(Br)ccc3n2C)c1,i,36.7,5.9,67,i,1.7
COc1ccc(C(=O)OCC(=O)NCc2cccs2)c(OC)c1OC,i,21.9,1.6,49,i,2.1
COc1ccc(S(=O)(=O)N2CCOCC2)cc1NC(=O)COc1ccc2c(C)cc(=O)oc2c1,i,23.7,-0.9,60,i,0.9
COC(=O)C1CCN(C(=O)COC(=O)/C=C/c2ccc(O)c(OC)c2)CC1,i,40.8,0.0,60,i,0.2
COc1cccc(NC(=O)COC(=O)CCC(=O)c2cccs2)c1,i,40.3,-1.1,72,i,0.3
Cc1cccc(NC(=O)CN(C)C(=O)C2CC2)c1C,i,38.6,0.5,52,i,0.1
C/C(=N\N=C(/C)c1cccc(N)c1)c1cccc(N)c1,i,47.3,-1.7,38,i,0.5
CC(=O)Nc1cccc(C(=O)OCC(=O)NNC(=O)c2cccs2)c1,i,33.0,0.1,55,i,1.3
Cc1cc2occ(CC(=O)N(CCC(C)C)c3c(N)n(Cc4ccccc4)c(=O)[nH]c3=O)c2cc1C,i,32.1,-1.1,49,i,0.5
COc1ccc(OC)c(NC(=O)CSc2nc(=O)n(CCN3CCOCC3)c3c2CCCC3)c1,i,17.9,-0.1,70,i,0.9
COC(=O)C[C@H]1c2cc(F)ccc2S(=O)(=O)N1c1ccccc1,i,5.9,0.9,87,i,1.9
CC(C)C(NC(=O)c1c(F)cccc1F)C(=O)N1CCN(S(=O)(=O)/C=C/c2ccccc2)CC1 (stereo not drawn),i,10.9,2.4,61,i,0.7
Cc1ccc(NC(=O)c2cccc(-n3cnnn3)c2)cc1Cl,i,3.5,3.1,52,i,0.7
CNC[C@@H]1Oc2ccc(NS(=O)(=O)c3ccc(Cl)cc3)cc2C(=O)N([C@H](C)CO)C[C@@H]1C,i,48.3,0.3,65,i,2.0
Cc1nc(SCC(=O)N2CCNC2=O)c2ccccc2n1,i,38.1,0.9,42,i,1.2
O=C(CSc1cccc(C(F)(F)F)c1)Nc1ccc(N2CCOCC2)cc1,i,45.6,1.3,50,i,0.3
Cc1nc2ccccc2c(=O)n1-c1ccc(NS(=O)(=O)c2cc(F)ccc2F)cc1,i,35.5,-0.4,51,i,0.5
COc1ccc(CCNC(=O)COC(=O)CCC(=O)c2cccs2)cc1OC,i,41.4,0.8,65,i,1.4
COC(=O)c1ccc(NS(=O)(=O)c2cc3c4c(c2)CCN4C(=O)CC3)cc1,i,28.1,-0.7,67,i,0.4
CSc1nc(O)c(C(c2ccc(OC(C)C)cc2)c2c(O)nc(SC)[nH]c2=O)c(=O)[nH]1,i,59.6,0.3,56,i,0.6
